Source: PubChem BioAssay
FBPA Giardia inh: blocks Giardia fructose-bisphosphate aldolase activity. 0.71% of 290,000 active. Potency, µM (doses to about 59.6 µM), for the others: at the top dose activity, negative = inhibition, actives largely listed as inhibitors. purified Giardia FBPA; also: potency is read from the fitted curve at half-maximal effect; nearly all actives have a fitted effect of over 55% in size
Target sequence (A8B2U2 whole entry, looked up): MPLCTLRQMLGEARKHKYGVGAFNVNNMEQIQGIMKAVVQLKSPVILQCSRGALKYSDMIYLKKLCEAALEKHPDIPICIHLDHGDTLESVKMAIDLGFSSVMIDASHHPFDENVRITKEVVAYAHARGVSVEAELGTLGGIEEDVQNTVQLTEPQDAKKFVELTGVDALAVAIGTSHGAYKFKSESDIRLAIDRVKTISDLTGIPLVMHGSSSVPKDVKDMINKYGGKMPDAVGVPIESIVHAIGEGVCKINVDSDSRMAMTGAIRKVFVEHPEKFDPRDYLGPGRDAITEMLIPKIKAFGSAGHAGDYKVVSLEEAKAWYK
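40 nM FBPA preincubated 10 min at RT with compound (up to 57.5 uM final), then substrate plus GAPDH/TPI/NAD/arsenate coupling and diaphorase/resazurin added. Fluorescence read after 20 min at RT, 525/598 nm.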
HCMV inh: blocks human cytomegalovirus replication | AID 1259415 | HFF cells, HCMV-luciferase reporter, 72 h; hits give low values | 4.5% of 410,000 active | activity change, negative = inhibition, % at 57.5 µM; in the data active = activity change below about -60%; inconclusive = no clear call, values can overlap the other calls; inactive = above about -39%
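Cell-based, HFFs, 1000 cells/well, 16 h 37C; cpds in DMSO + HCMV-luc, MOI 1 PFU/cell; 72 h 37C; OneGlo luminescence after 5 min RT; norm. to buffer vs Salinomycin 10uM.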
AmpC inh no detg: inhibitors of E. coli AmpC beta-lactamase without detergent | 0.52% of 330,000 active | P00811 | Potency, µM (top dose mostly 57.1 µM), for inactives: at the top dose activity change, negative = inhibition, most hits filed as inhibitors | AmpC nitrocefin hydrolysis, absorbance 480 nm, 0.0001% Triton | AID 485341;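 also: potency is read from the fitted curve at half-maximal effect; plate controls were no compound for no effect and no enzyme for full effect; nearly all actives have a fitted effect of over 20% in size; some results filed as inactive show a strong effect at the top dose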
Target sequence (P00811 whole entry, looked up): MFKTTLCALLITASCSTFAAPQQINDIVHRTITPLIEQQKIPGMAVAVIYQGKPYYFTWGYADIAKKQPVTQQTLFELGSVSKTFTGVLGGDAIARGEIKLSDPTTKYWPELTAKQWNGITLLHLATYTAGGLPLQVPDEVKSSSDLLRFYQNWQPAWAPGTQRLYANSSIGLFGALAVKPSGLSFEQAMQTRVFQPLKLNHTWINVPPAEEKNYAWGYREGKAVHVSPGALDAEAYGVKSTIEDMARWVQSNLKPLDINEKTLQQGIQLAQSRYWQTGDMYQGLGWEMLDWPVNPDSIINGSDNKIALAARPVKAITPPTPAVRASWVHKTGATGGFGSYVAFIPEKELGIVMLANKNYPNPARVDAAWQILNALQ
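20 mM phosphate pH 7.0 + 0.01% (detergent screen) or 0.0001% Triton X-100; 5.3 nM AmpC reagent; cpd preinc 15 min RT; nitrocefin (800 uM stock) to start; A480 q20 s × 4 min; Activity was normalised to no-enzyme and no-compound control wells.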
AMA1-RON2 inh: inhibitors of Plasmodium falciparum AMA1-RON2 interaction; AlphaScreen AMA1-biotinylated RON2 peptide binding; Potency, µM (series often up to 58.2 µM), without a hit: at the highest dose activity change, negative = inhibition, actives largely listed as inhibitors; 0.2% of 360,000 active; AID 720542;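 also: potency is read from the fitted curve at half-maximal effect; 0% = vehicle wells and -100% = peptide control; nearly all actives have a fitted effect of over 45% in size; some results filed as inactive show a strong effect at the top dose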
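AMA1 (3D7) with his tag at 25 nM final met compounds first, then biotinylated RON2 peptide at 25 nM; detection used donor plus acceptor beads, 10 µg/mL apiece, read by AlphaScreen after 30 min at room temperature.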
AmpC detergent: inhibitors of E. coli AmpC beta-lactamase with detergent. P00811. Potency, µM (top dose mostly 114 µM), inactives show top-dose activity change, negative = inhibition, most hits filed as inhibitors. AmpC hydrolysis of nitrocefin, absorbance 480 nm, 0.01% Triton. 0.041% of 370,000 active;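 also: potency is read from the fitted curve at half-maximal effect; 0% = no-compound wells and -100% = no-enzyme wells; nearly all actives have a fitted effect of over 25% in size; some results filed as inactive show a strong effect at the top dose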
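20 mM phosphate pH 7.0 + 0.01% (detergent screen) or 0.0001% Triton X-100; 5.3 nM AmpC reagent; cpd preinc 15 min RT; nitrocefin (800 uM stock) to start; A480 q20 s × 4 min; Activity was normalised to no-enzyme and no-compound control wells.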
Sm TGR block: S. mansoni TGR enzyme inhibition | Q962Y6 | 3% of 360,000 active | purified TGR, DTNB reduction, TNB absorbance 405 nm | Potency, µM (highest dose often 114 µM), for the others: at the top dose activity change, negative = inhibition, actives largely listed as inhibitors; also: potency is read from the fitted curve at half-maximal effect; nearly all actives have a fitted effect of over 60% in size
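TGR 20 nM + NADPH 100 uM (dispensed conc.), cpd preinc 15 min RT; start with NADPH (500 uM addition) then DTNB (15 mM addition). Kinetic TNB absorbance, 405 nm filter. Four-parameter Hill fit across titration.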
Active calls of the source: *; ? = inconclusive; . = not tested or not shown; [ ] = remark or other dose. Unless noted, calls follow the shape of the dose curve; as a rule, active = well fitted curve in the direction sought with a large enough effect; inconclusive = small, poorly fitted or top-dose-only effect, or another doubt; inactive = no such curve, though single readings can be large; an effect the other way counts as inactive or inconclusive. Unless noted, % is scaled to controls: 0 for no effect and ±100 for the full control effect.

The first four entries, to show the layout:
Sequence of screens: FBPA Giardia inh, HCMV inh, AmpC inh no detg, AMA1-RON2 inh, AmpC detergent, Sm TGR block
1: CCn1nc(C(=O)Nc2ccc(S(=O)(=O)Nc3nccs3)cc2)c2ccccc2c1=O
 : ?, 47, -35%, ?, ?, -1%
2: CCOC(=O)N1CCC(N(C(=O)Nc2ccccc2)C(C)CC)CC1 (stereo unspecified)
 : -5%, -37, -5%, -3%, -5%, -1%
3: COc1ccccc1-c1nc2ccc(Cl)cc2c(=O)n1O
 : -3%, 18, -8%, -3%, -6%, 2%
4: CC(C)(C)c1ccc(S(=O)(=O)NCC2CCCO2)cc1 (stereo unspecified)
 : 9%, -4, -4%, 7%, -19%, 6%

All compounds of this part, previewed entries included:
Sequence of screens: FBPA Giardia inh, HCMV inh, AmpC inh no detg, AMA1-RON2 inh, AmpC detergent, Sm TGR block
1: CCn1nc(C(=O)Nc2ccc(S(=O)(=O)Nc3nccs3)cc2)c2ccccc2c1=O
 : ?, 47, -35%, ?, ?, -1%
2: CCOC(=O)N1CCC(N(C(=O)Nc2ccccc2)C(C)CC)CC1 (stereo unspecified)
 : -5%, -37, -5%, -3%, -5%, -1%
3: COc1ccccc1-c1nc2ccc(Cl)cc2c(=O)n1O
 : -3%, 18, -8%, -3%, -6%, 2%
4: CC(C)(C)c1ccc(S(=O)(=O)NCC2CCCO2)cc1 (stereo unspecified)
 : 9%, -4, -4%, 7%, -19%, 6%
5: O=C(NN1CCOCC1)c1ccccc1Br
 : -4%, -16, -11%, 9%, 2%, 3%
6: O=C(NN1C(=O)c2ccccc2NC1c1cccnc1)c1ccc([N+](=O)[O-])cc1 (stereo unspecified)
 : -14%, 34, -12%, 10%, -7%, -12%
7: NC(=NCc1ccco1)NC(=O)c1ccc(Cl)cc1
 : 0%, 18, -28%, 4%, -11%, -6%
8: N=C1SC(c2ccccc2)C(=O)N1c1ncc(Cc2ccccc2)s1 (stereo unspecified)
 : 20%, -13, 32µM*, 48%[activator][11.6 µM], 8%, 1%
9: CCN(C(=O)c1cnc(N2CCOCC2)c2ccccc12)c1cc(C)ccc1C
 : ., 0, ., ., 3%, -2%
10: O=C(NCc1cccs1)C1CCCN1C(=O)Nc1cccc(Cl)c1 (stereo unspecified)
 : 4%, 2, -25%, 14%, ?, 4%
11: COc1ccc(NC(=O)c2cc(-c3ccccc3)nc3c2cnn3C(C)C)c(OC)c1
 : ., -37, 68%[activator], -6%, -7%, -4%
12: Cc1cccc(NC(=O)CCc2nnc3ccc(NCc4ccco4)nn23)n1
 : ., 0, 1%, -14%, -1%, -26%
13: COc1cc(OC)cc(C(=O)NCC(=O)OCC(=O)c2cc(C)n(Cc3ccco3)c2C)c1
 : 5%, ?, -20%, -10%, -8%, 1%
14: CCCOc1ccc(CC(CC(=O)O)(C(=O)O)C(=O)O)cc1
 : 18%, ?, -13%, 0%, 7%, 8%
15: COC(=O)c1cc(-c2ccc(Cl)cc2Cl)n[nH]1
 : 1%, -39, -15%, -4%, ?, 5%
16: CC1(C)CC(NC(=O)c2ccccc2)CC(C)(C)N1
 : 14%, -9, -26%, 1%, -14%, 9%
17: COC(=O)c1ccc2c(c1)N(Cc1ccccc1)C(=O)c1ccccc1S2(=O)=O
 : ., -16, ., ., 6%, 4%
18: COc1ccc(-c2nn(CCC#N)cc2C(=O)NCc2ccccc2)cc1[N+](=O)[O-]
 : 6%, -1, 10%, -1%, ?, 0%
19: CC(NC(=O)CN1CCCC1)C12CC3CC(CC(C3)C1)C2 (stereo unspecified)
 : 0%, 14, 2%, 0%, -10%, 7%
20: COc1cc2c(cc1NC(=O)CCCN1C(=O)CCC1=O)oc1ccccc12
 : -1%, 25, 221%[activator], -5%, ?, -15%
21: CC(=O)c1cccc(Nc2nc(-c3cccc([N+](=O)[O-])c3)cs2)c1
 : 1%, 26, -32%, -3%, 1%, 12%
22: COC(=O)C1(c2ccccc2)NC(c2cccs2)C2C(=O)N(C)C(=O)C21 (stereo unspecified)
 : 8%, 21, -14%, 11%, -18%, 4%
23: O/N=C(\C[n+]1ccccc1)c1ccc(Br)cc1
 : -1%, ?, -13%, 7%, 1%, 7%
24: CCOc1ccc(C(=O)COC(=O)C2CCN(c3ccc(C(F)(F)F)cn3)CC2)cc1
 : ., -24, -22%, 7%, -13%, -2%
25: CCOc1ccc(NC(=O)CSc2nnc(CCNC(=O)c3ccc(OC)cc3)n2C)cc1
 : 2%, 26, -1%, 16%, ?, 1%
26: Cc1ccc(OCC(=O)Nc2ccncc2)c(C)c1
 : 13%, ?, -18%, 0%, -13%, 5%
27: CCCCCC(=O)NC(=S)Nc1ccc(Cl)cn1
 : -6%, 25, -56%, 25%, 1%, -1%
28: O/N=C/c1ccccc1OCc1ccccc1Cl
 : 8%, -24, -30%, 12%, 0%, -19%
29: Cc1ccc(NS(=O)(=O)c2cccs2)cc1S(=O)(=O)N1CCCCCC1
 : 16%, ?, -42%, 11%, -16%, -2%
30: COc1ccc(NS(=O)(=O)CC23CCC(CC2=O)C3(C)C)cc1 (stereo unspecified)
 : -1%, 6, -12%, 2%, ?, -3%
31: CNC(=O)c1cc2c(=O)n3cccc(C)c3nc2n(C(C)C)c1=N
 : 3%, 10, -7%, ?, -9%, -6%
32: Cc1ccccc1N(CC(=O)NCCc1ccccc1)C(=O)CCC(=O)Nc1ccccn1
 : -5%, -21, 63%[activator], 0%, -12%, 12%
33: COc1ccc(NC(=O)COC(=O)c2cc(Cl)ccc2O)cc1S(=O)(=O)N1CCCCC1
 : ., -28, -22%, -3%[11.6 µM], ?, -9%
34: O=C(CCC(=O)c1cccs1)Nc1ccccc1F
 : 10%, -21, -16%, -2%, -16%, -1%
35: CC(C)c1ccc(NC(=O)[C@H]2CSCN2C(=O)[C@@H]2CCC(=O)N2)cc1
 : 3%, -9, 21%, 0%, -3%, -1%
36: CCOC(CNC(=O)c1ccc2c(c1)ncn2-c1cccc(F)c1)OCC
 : 0%, 2, -6%, 3%, 9%, 2%
37: CC1=NN(c2ccccc2)C(=O)C1N=Nc1cccc(O)c1 (stereo unspecified)
 : 10µM*, 211, -34%, -4%, 1%, -19%
38: COC(=O)C1=C(c2c(C)noc2C)C[C@@H]2CC[C@H]1N2C(=O)N1CCC(C)CC1
 : ., -25, 24%, -2%, 4%, 3%
39: Cc1cc(C)nc(-n2nc(C)cc2NC(=O)CNC(C)c2ccccc2)n1 (stereo unspecified)
 : 3%, -4, -5%, 14%, -3%, 5%
40: CCCCn1c(N)c(N(CC)C(=O)c2ccccc2C(F)(F)F)c(=O)[nH]c1=O
 : 0%, -12, -1%, -4%, -1%, -1%

Looked up by structure from the entries so far (four):
Sequence of screens: FBPA Giardia inh, HCMV inh, AmpC inh no detg, AMA1-RON2 inh, AmpC detergent, Sm TGR block
32: Cc1ccccc1N(CC(=O)NCCc1ccccc1)C(=O)CCC(=O)Nc1ccccn1
 : -5%, -21, 63%[activator], 0%, -12%, 12%
2: CCOC(=O)N1CCC(N(C(=O)Nc2ccccc2)C(C)CC)CC1 (stereo unspecified)
 : -5%, -37, -5%, -3%, -5%, -1%
11: COc1ccc(NC(=O)c2cc(-c3ccccc3)nc3c2cnn3C(C)C)c(OC)c1
 : ., -37, 68%[activator], -6%, -7%, -4%
8: N=C1SC(c2ccccc2)C(=O)N1c1ncc(Cc2ccccc2)s1 (stereo unspecified)
 : 20%, -13, 32µM*, 48%[activator][11.6 µM], 8%, 1%

Other structures follow.
Sequence of screens: FBPA Giardia inh, HCMV inh, AmpC inh no detg, AMA1-RON2 inh, AmpC detergent, Sm TGR block
41: Cc1c(-c2cccc(NC(=O)Nc3ccccc3)c2)nc2ncccn12
 : ., -12, ., ., 5%, 9%
42: CC(=O)c1ccc(OCC(=O)N(C2CCCCC2)C2CCS(=O)(=O)C2)cc1 (stereo unspecified)
 : ., -7, 1%, 6%, -5%, 5%
43: COc1cc(/C=N/n2c(COc3ccccc3)n[nH]c2=S)cc(Br)c1O
 : 5%, -13, -29%, 56%[activator], -3%, -4%
44: Cc1ccc(-n2nc3ccc(N)cc3n2)cc1
 : -23%, 63, -17%, -8%, -6%, -24%
45: Cc1ccc(C2(O)C(=O)c3ccccc3C2=O)c(O)c1C
 : 2%, 31, -28%, 13%, ?, -3%
46: COc1cccc(C(=O)Nc2ccc(Cl)c(C(F)(F)F)c2)c1
 : -13%, 4, -24%, 4%, -3%, 17%
47: OCCCCc1nccc2c1[nH]c1ccccc12
 : -9%, -20, 4%, -3%, -9%, -2%
48: CC1(c2ccc3ccccc3c2)NC(=O)N(CC(=O)NCc2cccs2)C1=O (stereo unspecified)
 : 0%, 1, -18%, -5%, -1%, 6%
49: Oc1ccc(NCc2ccccc2OCc2ccccc2F)cc1
 : 13µM*, ?, -42%, ?, ?, 20µM*
50: Cc1ccccc1-n1nnnc1SCC(=O)NC1CC1
 : ., 19, -16%, 5%, ., .
51: O=C(N/N=C/c1c(Cl)cccc1Cl)c1ccccc1F
 : 4%, -11, -27%, -10%, ?, 4%
52: Cc1ccc(C(=O)NCC(=O)OCCOc2cccc(Cl)c2)cc1
 : ., 6, -14%, -9%, ?, 3%
53: O=C(CCC(=O)N1CCN(c2ccccn2)CC1)Nc1nnc(C(F)(F)F)s1
 : -5%, 14, 2%, -11%, -2%, -19%
54: Cc1ccccc1C(=O)Nc1ccc(C(=O)N/N=C/c2ccc(O)cc2)cc1
 : 5%, -12, -46%, 4%, -6%, -16%
55: Cc1ccc(S(=O)(=O)NCC(=O)OC(C)C(=O)NC(=O)NC2CCCCC2)cc1C (stereo unspecified)
 : ., 6, -20%, 2%, 1%, -4%
56: C/C(=N\Nc1ccc(Cl)c(C(=O)O)c1)c1cc2ccccc2o1
 : -10%, -11, -24%, -1%, 3%, -8%
57: CCN(C(=O)COC(=O)CCOc1cccc(C)c1)c1c(N)n(Cc2ccccc2)c(=O)[nH]c1=O
 : ., -20, 81%[activator], -12%, 2%, 1%
58: COc1ccccc1C(=O)Nc1nnc(-c2ccco2)s1
 : -1%, 44, 66%[activator], -7%, -1%, -1%
59: O=C(CSc1nccc(=O)[nH]1)Nc1cccc(S(=O)(=O)N2CCOCC2)c1
 : 16%, -11, -20%, -3%, 4%, 12%
60: CCCCn1c(C)c(C(=O)OCC)c2c(CN3CCCC3)c(O)ccc21
 : -1%, -24, 69%[activator], 5%, -13%, 4%
